Ba/F3 V617F tox – reduced viability of JAK2V617F-dependent Ba/F3 cells, primary screen, JAK2V617F inhibitor project, cell-based, Ba/F3 EpoR-JAK2V617F, luminescence; ATP luminescence; inhibition, % at 5.6 µM; 1.1% of 220,000 active;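 active = inhibition above the campaign mean plus 3 SD over all tested compounds, cut at about 24% in these data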;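 also: cytokine-independent growth of Ba/F3 cells driven by EpoR plus mutant JAK2; 0% = DMSO-treated cells and 100% = JAK inhibitor I control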
PERK inhibitor – block of dimerizer-induced PERK translation repression, primary screen, PERK inhibitor project, CHO PERK-DD cells, SEAP luminescence, HTS; Eukaryotic translation initiation factor 2-alpha kinase 3 (Homo sapiens), Q9NZJ5; CHO PERK-DD fusion, SEAP luminescence translation reporter; inhibition, % at 5.6 µM; 0.17% of 220,000 active;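 active = inhibition above the mean inhibition of all tested compounds plus 3 SD, set separately per screening campaign, cut at about 2.9% in these data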;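 also: PERK kinase domain activated by AP20187 dimerizer at 100 nM; 0% = DMSO with dimerizer and 100% = rapamycin at 8.4 µM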
Target sequence (Q9NZJ5 whole entry, looked up, the tested form may be a part): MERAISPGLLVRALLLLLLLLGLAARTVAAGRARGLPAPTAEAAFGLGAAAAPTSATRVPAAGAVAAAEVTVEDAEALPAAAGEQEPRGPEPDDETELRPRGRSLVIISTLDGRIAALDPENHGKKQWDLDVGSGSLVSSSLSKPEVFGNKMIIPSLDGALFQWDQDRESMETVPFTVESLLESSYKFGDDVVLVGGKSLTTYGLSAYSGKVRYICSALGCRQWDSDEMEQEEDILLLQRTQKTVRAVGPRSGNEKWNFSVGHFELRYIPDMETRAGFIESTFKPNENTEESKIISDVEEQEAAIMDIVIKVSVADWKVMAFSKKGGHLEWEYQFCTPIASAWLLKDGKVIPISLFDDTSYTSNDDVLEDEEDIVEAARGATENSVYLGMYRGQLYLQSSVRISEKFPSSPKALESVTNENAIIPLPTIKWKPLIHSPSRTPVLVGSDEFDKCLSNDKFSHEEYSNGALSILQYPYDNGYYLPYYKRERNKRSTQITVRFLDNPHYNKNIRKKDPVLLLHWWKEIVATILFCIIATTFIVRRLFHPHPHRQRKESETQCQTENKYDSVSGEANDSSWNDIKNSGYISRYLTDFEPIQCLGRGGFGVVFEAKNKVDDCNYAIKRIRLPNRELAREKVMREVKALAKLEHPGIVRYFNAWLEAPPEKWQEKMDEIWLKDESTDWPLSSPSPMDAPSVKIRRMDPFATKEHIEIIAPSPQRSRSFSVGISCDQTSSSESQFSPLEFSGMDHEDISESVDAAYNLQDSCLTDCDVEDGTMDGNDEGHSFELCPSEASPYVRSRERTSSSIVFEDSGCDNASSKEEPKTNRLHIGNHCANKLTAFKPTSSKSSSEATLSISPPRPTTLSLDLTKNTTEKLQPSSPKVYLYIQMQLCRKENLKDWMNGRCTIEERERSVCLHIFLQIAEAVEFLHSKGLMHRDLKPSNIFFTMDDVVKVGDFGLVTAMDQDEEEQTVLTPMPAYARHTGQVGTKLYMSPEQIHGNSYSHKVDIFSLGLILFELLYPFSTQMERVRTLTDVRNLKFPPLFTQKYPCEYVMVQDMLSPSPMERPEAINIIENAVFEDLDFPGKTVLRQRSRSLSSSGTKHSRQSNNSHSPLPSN
m-calpain inh – inhibitors of pig calpain II, primary screen, biochemical, fluorogenic peptide substrate, 1536-well. purified calpain II, 30 min. inhibition, % at 16 µM. 0.37% of 220,000 active;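 active = inhibition above about 50%, limit read from the data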
EP2 modulator – EP2 receptor modulators, cAMP readout, primary screen, cell-based, HTRF cAMP, PGE2 stimulation; Prostaglandin E2 receptor EP2 subtype (Homo sapiens), P43116; EP2-expressing cells, cAMP HTRF FRET, PGE2 co-stimulation; induction, % at 25 µM; 0.83% of 260,000 active; AID 940, 2007;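 active = compounds whose cAMP rise, as percent of the full-agonist control response, exceeds 60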;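 also: rat C6 glioma line stably carrying human EP2 under a CMV promoter; the protocol text gives 20 µM as final concentration; 100% = response of wells given 1 µM PGE2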
TRPML3 ag – human TRPML3 channel agonists, primary screen, cell-based, HEK293 TRPML3-YFP, Fluo-8 calcium fluorescence, 3 µM. activation, % at 3 µM. AID 1448, 2008. 100% = the carbachol control signal. 0.29% of 220,000 active;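 active = activation above its plate's cutoff, the mean activation of the plate's test wells plus 3 SD, cut at about 12% in these data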;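 also: 0% = DMSO only wells and 100% = carbachol wells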
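system = HEK293 cells stably carrying human TRPML3-YFP | doses = one concentration, 3 µM nominal, 0.3% DMSO | timing = dye loading 1 h 37 °C then 30 min ambient, 125 s read | detection = Fluo-8 calcium dye fluorescence, ex 470-495, em 515-575 nm | benchmarks = high control carbachol 87 µM, low control DMSO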
S1P4 antag – S1P4 receptor antagonists, primary screen, cell-based; Sphingosine 1-phosphate receptor 4 (Homo sapiens), O95977; S1P4-expressing cells, antagonist mode, reporter read-out; 0.26% of 220,000 active; inhibition, % at 4.98 µM; in the data active = inhibition above about 29%;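 also: 0% = wells stimulated with agonist and 100% = vehicle wells without agonist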
S1P4 agonist – S1P4 receptor agonists, primary screen, cell-based. Sphingosine 1-phosphate receptor 4 (Homo sapiens), O95977. S1P4-expressing cell line, agonist reporter assay. activation, % at 4.98 µM. 0.35% of 220,000 active; in the data active = activation above about 11%;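 also: 0% = DMSO vehicle and 100% = reference agonist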
BaF3 parental – parental Ba/F3 cell viability inhibition, counter-screen for JAK2V617F inhibitor project, murine pro-B, CellTiter-Glo luminescence. CellTiter-Glo ATP luminescence. inhibition, % at 5.6 µM. 1.1% of 220,000 active;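 active = inhibition above a per-campaign cutoff, the mean inhibition of all tested compounds plus 3 SD, cut at about 27% in these data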;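 also: 0% = DMSO wells and 100% = JAK Inhibitor I control wells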
TRPN1 ag – zebrafish TRPN1 channel agonists, primary screen, cell-based, HEK293, calcium fluorescence; transient receptor potential cation channel N1 (TRPN1/NompC), Danio rerio; HEK293 zebrafish TRPN1-YFP, Fluo-8 calcium fluorescence; 100% = response to 87 µM carbachol; activation, % at 3 µM; 0.18% of 220,000 active;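 active = activation above its plate's cutoff, the mean activation of test wells on that plate plus 3 SD, cut at about 19% in these data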;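 also: 0% = DMSO alone and 100% = 87 µM carbachol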
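Material – zebrafish TRPN1-YFP in HEK293 cells · Doses – 3 µM single point · Schedule – dye 1 h 37 °C plus 30 min RT · Signal – Fluo-8 calcium fluorescence, excitation 470-495 nm, emission 515-575 nm · Read-out – % activation versus carbachol response · Control set – carbachol high, DMSO low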
Numbers without * were called inactive; & = joins results of further samples; ! = not active in a repeat.

SMILES | Ba/F3 V617F tox | PERK inhibitor | m-calpain inh | EP2 modulator | TRPML3 ag | S1P4 antag | S1P4 agonist | BaF3 parental | TRPN1 ag
Cc1cccc(OCCNC(=O)c2cncc(Br)c2)c1 | -2 | 0.3 | 7 | -48 | 0.1 | -29 | 2.0 | 1 | -0.8
CCn1c(=O)c2cc(C(=O)N(C)c3ccccc3F)sc2c2ccccc21 | 1 | -0.2 | 16 | -2 | 1.5 | -5 | 21* | 1 | 1.5
O=C(NC1CCS(=O)(=O)C1)c1c(NC(=O)C2COc3ccccc3O2)sc2c1CCCC2 (stereo not given) | -1 | -2.2 | 4 | 19 | -0.8 | -13 | 0.3 | 6 | -0.5
Cn1c(SCC(=O)N/N=C/c2cc([N+](=O)[O-])ccc2O)nnc1-c1ccccc1 | -1 | 1.6 | -2 | 16 | 0.4 | 5 | -0.1 | 3 | 1.6
COCCCNc1oc(COc2ccc(Cl)cc2Cl)nc1C#N | 1 | 0.1 | -12 | -11 | -0.3 | -19 | 2.3 | 7 | 0.4
COc1ccc(CCNC(=O)CSc2nnc(C(C)N(C)C)n2Cc2ccccc2)cc1OC (stereo not given) | -1 | 0.3 | 10 | -20 | 0.5 | -9 | -0.3 | 2 | 0.0
COc1ccc(OC(=O)c2cccc(S(=O)(=O)N3CCCC3)c2)cc1 | 2 | -0.3 | 12 | -2 | 0.1 | -5 | 1.6 | 1 | 0.0
O=C(CN1CCCC(O)C1)N1c2ccccc2Sc2ccc(C(F)(F)F)cc21 (stereo not given) | 5 | -2.1 | -7 | 15 | 0.5 | -5 | 0.2 | 2 | -1.1
O=[N+]([O-])c1ccccc1/C=C/C=N/n1c(-c2ccccc2F)n[nH]c1=S | 1 | -1.0 | 20 | 2 | -0.1 | -3 | -0.2 | 2 | 0.8
COc1ncnc2c1N=C1CC(C)(C)CC(N)=C1S2 | -2 | -0.3 | 6 | -14 | 0.7 | 0 | -0.2 | 0 | 1.7
CC(=O)c1c(C)oc2ccc(N(C(C)=O)S(=O)(=O)c3cccc([N+](=O)[O-])c3)cc12 | -5 | 2.0 | 2 | -23 | -0.2 | -14 | 1.3 | 0 | -1.1
C/C(=N/NC(=O)CN1CCN(Cc2ccccc2Cl)CC1)c1cccs1 | 0 | 1.1 | -14 | -18 | 0.7 | 3 | -0.7 | 1 | 1.6
Cc1ccc(N2CN(Cc3cccnc3)CNC2=S)c(C)c1 | -3 | 0.1 | -6 | -3 | 0.2 | -16 | 0.1 | -3 | 0.4
CCC(CO)NS(=O)(=O)c1cc(-c2nn(C)c(=O)c3ccccc23)ccc1C (stereo not given) | -1 | 0.2 | -37 | 33 | -0.1 | -8 | -1.9 | -3 | -0.2
Cc1cc(C)nc(SCCn2c(N3CC(C)OC(C)C3)nc3c2c(=O)n(C)c(=O)n3C)n1 (stereo not given) | 2 | 0.3 | 23 | 1 | 0.2 | -1 | 0.6 | 4 | 0.2

Full records, quoted from the list. Order of screens: Ba/F3 V617F tox	PERK inhibitor	m-calpain inh	EP2 modulator	TRPML3 ag	S1P4 antag	S1P4 agonist	BaF3 parental	TRPN1 ag
O=C(CN1CCCC(O)C1)N1c2ccccc2Sc2ccc(C(F)(F)F)cc21 (stereo not given) is listed as 5	-2.1	-7	15	0.5	-5	0.2	2	-1.1
CCC(CO)NS(=O)(=O)c1cc(-c2nn(C)c(=O)c3ccccc23)ccc1C (stereo not given) is listed as -1	0.2	-37	33	-0.1	-8	-1.9	-3	-0.2
COc1ccc(CCNC(=O)CSc2nnc(C(C)N(C)C)n2Cc2ccccc2)cc1OC (stereo not given) is listed as -1	0.3	10	-20	0.5	-9	-0.3	2	0.0
COCCCNc1oc(COc2ccc(Cl)cc2Cl)nc1C#N is listed as 1	0.1	-12	-11	-0.3	-19	2.3	7	0.4

(continued)
SMILES | Ba/F3 V617F tox | PERK inhibitor | m-calpain inh | EP2 modulator | TRPML3 ag | S1P4 antag | S1P4 agonist | BaF3 parental | TRPN1 ag
CCN(CC)S(=O)(=O)c1cc(NC(=O)COC(=O)Cn2cnc3ccccc32)ccc1C | 1 | 1.4 | -15 | 30 | 1.0 | -13 | 0.6 | 4 | 1.3
O=C(Cc1ccccc1)Nc1cccc(-c2nnc(-c3ccco3)o2)c1 | 4 | -1.2 | -135 | -41 | 0.5 | 10 | 1.2 | 11 | 2.1
COc1ccc(C(=O)C[n+]2ccc3c(c2)nnn3-c2ccccc2)cc1 | 2 | 1.6 | -9 | -29 | 0.9 | -10 | 0.7 | 10 | 0.5
CN(CC(=O)NC(=O)NCc1ccccc1)Cc1cccc(Cl)c1Cl | 0 | 0.1 | 33 | -24 | -0.4 | -7 | -0.7 | 2 | -1.6
Cc1ccc(N2C(=O)c3ccc(C(=O)N4CCN(c5ccc(C)c(C)c5)CC4)cc3C2=O)cc1 | -1 | 0.5 | 19 | 6 | 0.6 | -10 | 0.9 | 8 | -1.4
CSc1ncccc1C(=O)Nc1ccc(OC(F)(F)F)cc1 | -3 | -0.5 | 14 | -29 | 0.9 | -3 | -0.7 | 0 | -0.2
O=S(=O)(Nc1nc2ccccc2nc1Nc1ccc2c(c1)OCO2)c1ccc(F)cc1 | 0 | -0.1 | 8 | 10 | 0.6 | -11 | 0.2 | 5 | 1.2
O=C(O)C1Cc2[nH]cnc2C(c2ccccc2O)N1 (stereo not given) | -4 | 0.6 | -8 | 19 | 0.9 | -17 | 2.1 | 3 | 0.3
COc1cccc(C2CC(=O)N3CN(c4cccc(Cl)c4C)CSC3=C2C#N)c1OC (stereo not given) | -3 | 1.2 | -48 | 33 | 1.0 | -1 | -2.6 | 2 | 0.6
O=C(Cc1csc(Nc2nc(=S)[nH]c3ccccc23)n1)NCc1ccccc1Cl | -2 | 0.6 | 15 | -14 | 1.4 | -9 | -1.5 | 2 | 1.4
O=C(c1ccc(Cl)cc1)N1CCCC(C(=O)N2CCc3ccccc3C2)C1 (stereo not given) | -1 | -1.2 | -8 | -53 | 0.7 | -9 | 1.4 | 2 | 1.2
CC[C@H](C)C(=O)O[C@H]1CCC=C2C=C[C@H](C)[C@H](CC[C@@H]3C[C@@H](O)CC(=O)O3)[C@H]21 | 62* | 1.2&0.5 | -6&2 | 34&29 | 0.5&0.9 | 0&4 | 0.9&0.5 | 27*! | -0.1&1.1
O=C(NC1CCOC1)c1ccc(OC2CCN(CCc3ccccc3)CC2)cc1 (stereo not given) | 1 | -0.6 | 17 | -42 | 1.7 | -8 | 0.4 | 2 | 1.4
O=C(/C=C/c1ccccc1)N/C(=C/c1ccccc1)C(=O)Nc1ccccc1O | -1 | -0.1 | 12 | -5 | -0.8 | 0 | 0.4 | 2 | -0.9
O=C(CCN1CCN(Cc2ccccc2)CC1)Nc1ccc(OCc2ccccc2)cc1 | 2 | -2.1 | -1 | -5 | 2.6 | 4 | -0.1 | 8 | 3.4
CCOC(=O)C(NCc1ccco1)(NC(=O)c1ccc(OC)cc1)C(F)(F)F (stereo not given) | 1 | -0.1 | 28 | -13 | 0.0 | 6 | 0.3 | 5 | 0.1
O=C(NNC(=O)c1ccccc1C(=O)O)c1ccc(-c2ccccc2)cc1 | -1 | 1.5 | -3 | -7 | 0.1 | 7 | 0.1 | 2 | -1.8
N#CC1=C(S)N(c2ccccc2)C(c2ccc(-c3ccc(Cl)c(Cl)c3)o2)NC1=O (stereo not given) | 2 | 0.1 | -2 | -13 | 0.4 | -21 | 0.9 | 5 | 0.9
Cc1cc(NCCO)nc(N2CCOCC2)n1 | 1 | 0.7 | -28 | 19 | -0.1 | -4 | 0.4 | 2 | 1.5
C/C(=N\NC(=S)Nc1ccc(C)c(C)c1)c1ccc(N2CCOCC2)cc1 | 0 | 0.5 | -23 | -18 | 0.4 | -6 | -1.8 | -2 | -0.5
Nc1nc(NCc2ccco2)nn1-c1ccccc1 | -5 | 0.0 | -11 | 23 | -0.9 | 7 | -0.7 | 0 | -0.6
COc1ccc(C(=O)Oc2ccc(=O)n(-c3ccccc3)n2)cc1 | 4 | 0.7 | -9 | -12 | -0.9 | -16 | 1.1 | 6 | 0.4
Cc1ccccc1OCC(=O)Nc1cccc(C(=O)O)c1 | -1 | 2.5 | 19 | -13 | -0.1 | -8 | 0.1 | 3 | -0.3
O=Cc1ccc(N2CCCC2)c(F)c1 | -3 | 0.9 | -18 | 9 | 0.7 | 0 | 2.1 | 0 | 0.6
CC1CCCCN1C(=O)Cc1ccc(Cl)cc1 (stereo not given) | 1 | 0.2 | -4 | 17 | -0.8 | -17 | 4.1 | 5 | 0.2
CC(C)Oc1ccc(CNCC2(O)CCOC(C)(C)C2)cc1 (stereo not given) | 1 | 0.6 | 8 | 8 | 1.2 | -5 | -1.1 | 4 | -0.3
CCOC(=O)c1c(C)[nH]c(C(=O)OCC(=O)NC2CCS(=O)(=O)C2)c1C (stereo not given) | -1 | 0.7 | 13 | 17 | 0.8 | -6 | -0.8 | 7 | 1.8
COc1ccc(C(=O)NC(=S)SCC(=O)O)cc1 | -1 | 1.6 | -1 | -4 | 0.6 | -10 | 1.3 | -3 | 1.5
Brc1ccc(CSc2nccn2-c2ccccc2)cc1 | -3 | -0.2 | 21 | 36 | -1.4 | 6 | -1.1 | 3 | -1.6
Cn1c(NC(=O)c2cccs2)c(-c2cccs2)c(=O)c2ccccc21 | -4 | 1.1 | -43 | 31 | -0.2 | -39 | 3.2 | -2 | -0.1
COc1cccc(-n2nnc3c(=O)n(Cc4c(F)cccc4Cl)cnc32)c1 | -1 | 1.1 | -21 | -42 | 0.9 | -6 | -3.0 | 5 | -0.3
C[C@H]1[C@H](C)CC[C@]2(C(=O)O)CC[C@]3(C)C(=CC[C@@H]4[C@@]5(C)C[C@@H](O)[C@H](O)C(C)(C)[C@@H]5CC[C@]43C)[C@H]12 | 0 | 0.9 | -90 | 18 | 0.6 | 12 | 1.2 | 6 | 2.0
Cc1ccc([N+](=O)[O-])cc1N | 1 | -0.2 | -5 | 34 | -0.3 | -7 | 0.3 | 3 | 0.0
O=C(Nc1ccc(SC(F)F)cc1)c1ccc2nccnc2c1 | 0 | 0.7 | -12 | -17 | 3.4 | -35 | 0.7 | 7 | 7.8
CC(=O)c1ccc(OCc2ccccc2)c(C)c1O | -1 | 0.5 | 22 | 26 | 0.6 | 7 | 0.7 | 6 | 1.9
Cc1ccccc1NC(=S)N1CCCC(c2nc3ccccc3[nH]2)C1 (stereo not given) | 1 | -0.1 | 26 | -34 | 0.4 | -13 | -0.8 | 3 | -0.4
Cc1ccc(NC(=O)Nc2cccs2)cc1 | -5 | 0.5 | -7 | -19 | 1.7 | -8 | 1.0 | 4 | 0.8
